Bioassay records from PubChem BioAssay.
3CLpro inhibitor – SARS-CoV 3CLpro protease inhibition | P0C6X7 | recombinant SARS-CoV 3CLpro, quenched FRET peptide cleavage | inhibition, % at 6 µM | hit rate 0.14% among 290,000; in the data active = inhibition above about 12%
Yp Topo-I inh – blocks Yersinia pestis topoisomerase I activity; Y. pestis Topo-I cleavage product accumulation, plate reader; activity, % at 10 µM; hit rate 0.064% among 360,000; in the data active = activity above about 50%, passing the limit was not always enough; inconclusive = no clear call, values can overlap the other calls; also: inactives centre near 2
TcdB inh – blocks C. difficile toxin B glycohydrolase activity. TcdB glycohydrolase enzymatic assay, plate reader. inhibition, % at 9.99 µM. hit rate 0.24% among 350,000; in the data active = inhibition above about 10%
PriA SSB inh – inhibitors of Klebsiella pneumoniae PriA binding to SSB C-terminal tail. AlphaScreen SSBct-PriA binding, biotinylated peptide. inhibition, % at 33 µM. hit rate 0.6% among 430,000; in the data active = inhibition mostly above about 37%, no sharp cut-off; inactive = mostly below about 20%;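 also: plate controls were negative control peptide for no effect and reference peptide for full effect; strong numbers were not always called active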
VHR inh abs – inhibitors of human VHR1 phosphatase (DUSP3); hit rate 0.52% among 290,000; recombinant VHR phosphatase, pNPP absorbance; inhibition, % at 13.3 µM; AID 1654; in the data active = inhibition above about 50%; also: some compounds called inactive have numbers as strong as hits
PfHsp40 yeast – compounds rescuing yeast from Plasmodium falciparum HSP40 toxicity. S. cerevisiae expressing PfHsp40, growth rescue, ATP luminescence. growth rescue, % at 12.5 µM. hit rate 0.68% among 340,000; in the data active = growth rescue above about 28%, passing the limit was not always enough; inconclusive = no clear call, values can overlap the other calls;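 also: yeast W303a lacking pdr1 and pdr3 grown in galactose medium; growth measured after three days at 30 °C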
Rv3671c inh – inhibits the M. tuberculosis serine protease Rv3671c; P9WHR9; inhibition, % at 5.96 µM; hit rate 0.048% among 320,000; AID 2606; in the data active = inhibition above about 38%;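 also: extracellular domain of Rv3671c used as enzyme; 0% = enzyme with DMSO and 100% = no enzyme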
Anthrax LF prot – anthrax lethal factor protease inhibition; multiplex microsphere protease cleavage assay, LF; hit rate 0.12% among 360,000; inhibition, % at 10 µM; P15917; in the data active = inhibition above about 30%; inconclusive = no clear call, values can overlap the other calls; also: plate controls were buffer without enzyme for full effect and enzyme alone for no effect
Target sequence (P15917 whole entry, looked up): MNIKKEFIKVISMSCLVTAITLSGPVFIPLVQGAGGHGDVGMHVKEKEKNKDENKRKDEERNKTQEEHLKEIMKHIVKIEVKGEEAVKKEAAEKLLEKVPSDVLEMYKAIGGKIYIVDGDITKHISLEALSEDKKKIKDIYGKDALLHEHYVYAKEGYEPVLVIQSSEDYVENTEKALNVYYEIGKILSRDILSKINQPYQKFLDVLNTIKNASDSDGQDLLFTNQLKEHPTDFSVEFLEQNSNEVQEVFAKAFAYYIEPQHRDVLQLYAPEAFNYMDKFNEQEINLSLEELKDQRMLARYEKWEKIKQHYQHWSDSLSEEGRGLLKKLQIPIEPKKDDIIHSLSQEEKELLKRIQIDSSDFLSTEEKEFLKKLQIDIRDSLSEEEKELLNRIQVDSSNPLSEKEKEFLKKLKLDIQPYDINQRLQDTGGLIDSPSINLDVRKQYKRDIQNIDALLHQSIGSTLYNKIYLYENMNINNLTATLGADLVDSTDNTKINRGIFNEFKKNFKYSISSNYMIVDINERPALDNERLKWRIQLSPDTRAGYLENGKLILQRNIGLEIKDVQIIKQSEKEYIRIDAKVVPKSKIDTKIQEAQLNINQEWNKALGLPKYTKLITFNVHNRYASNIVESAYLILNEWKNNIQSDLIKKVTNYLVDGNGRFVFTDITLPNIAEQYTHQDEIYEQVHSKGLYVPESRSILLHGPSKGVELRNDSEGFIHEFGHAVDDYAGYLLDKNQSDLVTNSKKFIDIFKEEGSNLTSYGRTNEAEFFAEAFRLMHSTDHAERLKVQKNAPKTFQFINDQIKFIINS
MazEF act – increases E. coli MazEF RNase cleavage of RNA; P0AE70; FAM/BHQ RNA-DNA oligo cleavage fluorescence, 5 h; activation, % at 20 µM; hit rate 0.32% among 350,000; AID 504720; in the data active = activation above about 50%
Target sequence (P0AE70 whole entry, looked up): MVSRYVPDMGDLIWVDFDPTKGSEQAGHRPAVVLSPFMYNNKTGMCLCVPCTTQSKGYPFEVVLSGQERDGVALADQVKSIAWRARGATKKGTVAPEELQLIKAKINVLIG
BH1578 lux ind – inducers of Vibrio cholerae quorum light production without autoinducers. hit rate 0.16% among 350,000. V. cholerae BH1578 lux reporter, luminescence, 6 h. activation, % at 18.7 µM; in the data active = activation mostly above about 9.7%, no sharp cut-off; inconclusive = no clear call, values can overlap the other calls; inactive = mostly below about 3.7%; also: not every result past the cut was called active; inactives centre near 0; reference of the scale not given here
* = called active by the depositor; i = inactive; ? = inconclusive; . = not tested or not shown. Some of the compounds tested; the hit share may differ from the screen's.

item	structure	3CLpro inhibitor	Yp Topo-I inh	TcdB inh	PriA SSB inh	VHR inh abs	PfHsp40 yeast	Rv3671c inh	Anthrax LF prot	MazEF act	BH1578 lux ind
1	Fc1ccc(NC(=S)NCc2ccc3c(c2)OCO3)cc1	3	-9	0.4	-10	38	1.3	-3	-1	3	3.0
2	O=C(O)CN1CCN(CC(=O)O)CCN(CC(=O)O)CCN(CC(=O)O)CC1	.	4	2.1	3	.	?	3	9	16	i
3	COc1ccc(N2CCN(C(CNC(=O)CC(C)(C)C)c3ccc4c(c3)OCO4)CC2)cc1 (stereo not drawn)	0	21	0.3	18	16	0.4	-2	1	3	-0.3
4	CCCCc1nnc(NC(=O)c2ccc(S(=O)(=O)N3CCOCC3)cc2)s1	.	-2	1.0	0	.	-0.3	3	4	5	0.7
5	CCN(CC)c1ccc(NC(=O)Nc2ccccc2C(F)(F)F)cc1	0	9	.	6	14	0.3	-11	-4	4	i
6	COC(=O)c1c(-c2ccco2)csc1NC(=O)C1CC=CCC1C(=O)O (stereo not drawn)	4	14	.	-24	12	-1.1	-10	-4	-11	1.7
7	COC(=O)CNC(=O)c1ccccc1	.	8	-0.7	-7	.	1.6	1	0	1	-0.4
8	Cc1ccc2nc(SCC(=O)Nc3cc(C)on3)c(C)cc2c1	2	8	-0.1	-13	11	-0.8	-1	-2	17	-0.1
9	COc1ccc(Br)cc1S(=O)(=O)NCCN1CCOCC1	7	6	-1.3	3	57*	0.7	1	-12	7	i
10	CCCC(C)C(=O)Nc1ccncc1 (stereo not drawn)	0	1	.	-1	27	-2.0	-1	-2	-1	i
11	CN(C)CCNc1nc2c(c(=O)[nH]c(=O)n2C)n1CC(O)COc1ccc(Cl)cc1 (stereo not drawn)	3	-2	.	-1	6	-0.3	0	8	6	-1.5
12	C=CCn1c(O)c(C(C)=NCCCN(C)C)c(=O)[nH]c1=O	-4	-7	1.4	-1	12	-1.0	7	-2	3	-0.8

The list goes on, overlapping the part above by 2 compounds.
item	structure	3CLpro inhibitor	Yp Topo-I inh	TcdB inh	PriA SSB inh	VHR inh abs	PfHsp40 yeast	Rv3671c inh	Anthrax LF prot	MazEF act	BH1578 lux ind
11	CN(C)CCNc1nc2c(c(=O)[nH]c(=O)n2C)n1CC(O)COc1ccc(Cl)cc1 (stereo not drawn)	3	-2	.	-1	6	-0.3	0	8	6	-1.5
12	C=CCn1c(O)c(C(C)=NCCCN(C)C)c(=O)[nH]c1=O	-4	-7	1.4	-1	12	-1.0	7	-2	3	-0.8
13	CCc1cc2c(=O)[nH]c(N3CCOCC3)nc2s1	1	-1	.	-8	4	-0.3	8	-1	-2	i
14	Cc1cc(Br)ccc1OCCCCNCCO	-3	-3	.	2	24	1.0	6	-1	2	14
15	Cc1c(Cl)cc(C(C)C)c(O)c1CN1CCOCC1	.	2	0.1	-8	.	-1.4	.	-4	8	.
16	COc1ccc(-c2cc(C(F)(F)F)n3nc(C(=O)NCCCN4CCOCC4)cc3n2)cc1	3	.	0.7	-5	22	.	12	.	10	.
17	O=C(CN1C(=O)NC2(CCCC2)C1=O)OCc1ccccc1F	.	-7	1.3	-11	.	-0.9	4	.	7	-1.4
18	COc1ccc(C(CNC(=O)C(C)Oc2ccc(Br)cc2)N2CCOCC2)cc1 (stereo not drawn)	.	0	1.4	-1	.	3.9	3	-3	2	-1.1
19	CCC(C)N(C(=O)Cn1nnc(-c2ccc(Cl)cc2)n1)C1CCS(=O)(=O)C1 (stereo not drawn)	.	13	0.3	-7	.	-1.2	3	-19	1	i
20	Cc1noc(C)c1C(=O)OCC(=O)N(C)C1(C#N)CCCCC1	.	3	1.2	2	.	-1.6	-4	2	5	i
21	O=C(Nc1nccc(-c2cccs2)n1)c1ccccc1Cl	1	11	.	-7	8	-0.7	-5	2	6	-0.1
22	COc1ccc(Cl)c(NC(=O)Nc2c(C)n(-c3ccccc3)c(=O)n2C)c1	-6	1	.	-9	8	0.1	6	-2	7	-0.4
23	CC(C)(CCl)C(=O)Nc1ccc(C(F)(F)F)cc1	8	5	1.3	-22	12	-1.5	4	1	-3	-0.3
24	CSC(=S)N(C)C1CCS(=O)(=O)C1 (stereo not drawn)	5	1	.	-17	13	2.2	3	-2	0	-0.3

Record cards, as listed above:
CSC(=S)N(C)C1CCS(=O)(=O)C1 (stereo not drawn) is listed as 3CLpro inhibitor: 5; Yp Topo-I inh: 1; TcdB inh: .; PriA SSB inh: -17; VHR inh abs: 13; PfHsp40 yeast: 2.2; Rv3671c inh: 3; Anthrax LF prot: -2; MazEF act: 0; BH1578 lux ind: -0.3
COc1ccc(-c2cc(C(F)(F)F)n3nc(C(=O)NCCCN4CCOCC4)cc3n2)cc1 is listed as 3CLpro inhibitor: 3; Yp Topo-I inh: .; TcdB inh: 0.7; PriA SSB inh: -5; VHR inh abs: 22; PfHsp40 yeast: .; Rv3671c inh: 12; Anthrax LF prot: .; MazEF act: 10; BH1578 lux ind: .
COc1ccc(C(CNC(=O)C(C)Oc2ccc(Br)cc2)N2CCOCC2)cc1 (stereo not drawn) is listed as 3CLpro inhibitor: .; Yp Topo-I inh: 0; TcdB inh: 1.4; PriA SSB inh: -1; VHR inh abs: .; PfHsp40 yeast: 3.9; Rv3671c inh: 3; Anthrax LF prot: -3; MazEF act: 2; BH1578 lux ind: -1.1

(cont.)
item	structure	3CLpro inhibitor	Yp Topo-I inh	TcdB inh	PriA SSB inh	VHR inh abs	PfHsp40 yeast	Rv3671c inh	Anthrax LF prot	MazEF act	BH1578 lux ind
25	Cc1cccc(C(=O)Nc2cccc(C(=O)N/N=C/c3ccncc3)c2)c1	5	5	0.0	.	10	2.6	-5	0	6	i
26	CN(CCCCOc1ccc(F)cc1)Cc1ccccc1	1	5	0.4	-5	18	0.4	2	-12	-3	i
27	Cc1ccc(NC(=S)NCc2cccnc2)cc1	-1	-7	-5.0	-26	10	-0.8	-3	-3	-13	.
28	Cn1c(CCN2CCN(c3ccccn3)CC2)nc2cc(NS(=O)(=O)c3ccccc3)ccc21	4	10	0.7	18	35	-2.0	0	-3	9	-1.5
29	O=C(N[C@@H](Cc1ccccc1)C(=O)OCc1ccccc1)c1nc[nH]c1C(=O)NCc1ccccc1	1	7	1.0	15	21	-0.1	-46	1	1	1.5
30	CCCNC(=O)COCc1cc(-c2ccc3c(c2)OCO3)on1	-1	5	-0.5	-4	17	-1.9	3	3	-6	i
31	CCOC(=O)c1c([N+](=O)[O-])c(C)[nH]c(=O)c1C#N	-8	4	1.5	-9	20	-0.3	-12	2	3	-5.6
32	CCOC(=O)c1cc(NC(=O)N2CCCc3ccccc32)c(C)nc1C	-2	-2	.	14	-6	-1.5	-14	12	4	i
33	CS(=O)(=O)c1ccc(Cl)c(NC(=O)CN2C(=O)C3CCCCC3C2=O)c1 (stereo not drawn)	.	8	0.0	-3	.	0.0	-7	1	2	-14
34	O=[N+]([O-])c1cc(S(=O)(=O)N2CCCCC2)ccc1NCCN1CCOCC1	-3	3	0.1	-5	17	-2.0	9	-2	3	i
35	N#CC(OC(=O)c1ccccc1)c1ccccc1 (stereo not drawn)	.	1	0.8	-14	.	-0.5	.	-4	4	-0.3
36	CCOC(=O)CNC(=O)/C(=C\c1ccc(F)cc1)NC(=O)c1ccccc1	1	7	1.0	-5	26	-0.9	-4	-9	-4	i
37	CN(C)C(=O)c1cccc(-c2cnc3c(NC=O)cc(-c4ccc(N(C)C)cc4)cn23)c1	.	6	1.1	.	.	.	.	-5	.	-0.4
38	CC(=O)c1ccc(-c2cnc3c(NC=O)cc(-c4ccccc4Oc4ccccc4)cn23)cc1	.	41	1.5	.	.	.	.	1	.	i
39	COc1ccc(NC(=O)c2cc(C)n(Cc3cccs3)c2C)cc1	3	7	2.5	-2	9	0.2	-9	.	1	-0.4
40	CC1(c2ccccc2Cl)NC(=O)N(CC(=O)Nc2cccnc2Cl)C1=O (stereo not drawn)	.	10	1.3	-5	.	-0.4	-4	2	3	-0.2
41	COCCCNC(=O)c1ccc2sc([C@@H]3O[C@H](CO)[C@H](O)[C@H](O)[C@H]3O)nc2c1	.	-3	-1.8	.	.	.	.	-1	.	-0.9
42	CCOC(=O)C(C#N)C(=N)C1C(=O)OC2CCCCC21 (stereo not drawn)	.	4	1.0	.	.	.	.	-2	5	i
43	Cc1ccc(S(=O)(=O)Nc2cc(=O)[nH]c(SCc3ccc(Cl)cc3)n2)cc1	4	3	0.4	-4	10	-0.3	-35	0	-10	-0.2
44	c1ccc(C2=Nc3ccccc3OC2)cc1	1	-8	.	2	42	50*	11	2	-15	i
45	COc1cccc(C(O)c2ncc(-c3ccccc3OC)[nH]2)c1 (stereo not drawn)	.	9	0.5	.	.	.	.	2	.	-0.9
46	O=C(NC1CCCCCC1)C1CCN(C(=O)Cc2ccccc2)CC1	-3	8	.	-9	36	1.0	1	6	6	-0.6
47	Cc1ccc(CNC(=O)C2CCN(S(=O)(=O)N3CC(C)CC(C)C3)CC2)cc1 (stereo not drawn)	6	-3	4.1	-9	7	0.0	-3	-3	-14	-0.2
48	COc1cccc2[nH]c3c(=O)[nH]cnc3c12	-5	-1	0.9	-10	74	-2.0	.	-4	4	i
49	CCOC(=O)c1nn(-c2ccc(F)cc2)c(=O)c(C#N)c1C	-3	0	0.1	-7	-2	1.3	2	.	-1	-0.8
50	COc1ccc(Cl)cc1S(=O)(=O)N(C)CC(=O)NCc1ccccn1	2	0	-0.4	-20	17	0.6	1	-11	3	-0.3
51	CC(C)Oc1c(Cl)cc(CNC(C)(C)CO)cc1Cl	2	3	.	-5	0	-0.5	2	1	7	2.0
52	CC(C)Oc1ccc(CC(=O)NNC(=S)Nc2ccc(Br)cc2)cc1	3	2	-4.1	2	3	11	8	-6	-7	i
53	Cn1ccc(NC(=O)Nc2cccc([N+](=O)[O-])c2)n1	0	4	0.4	-3	23	-0.7	-2	-8	-15	-0.4
54	Cc1ccc(S(=O)(=O)Nc2ccc3nc(C)sc3c2)cc1	5	2	.	-9	8	0.5	0	-6	1	i
55	COc1cccc(CC2(CO)CCN(S(=O)(=O)N(C)C)CC2)c1	2	-14	2.0	-13	34	-1.3	1	-14	2	-0.2
56	COc1ccc(-c2csc(N(CC3CCCO3)C(=O)c3cccs3)n2)cc1 (stereo not drawn)	-1	-1	.	-21	36	-0.3	-11	-2	2	-1.7
57	Cc1ccc(NS(=O)(=O)c2ccc(OCC(=O)NCc3cccnc3)cc2)cc1	-2	1	0.0	-14	-8	0.3	2	-6	3	-0.2
